# TAAR1 agonist – human TAAR1 agonism | Q96RJ0 | CHO RD-HGA16 TAAR1, Fluo-8 calcium fluorescence; vehicle wells 0%, saturating PEA agonist 100% | activation, % at 3 µM | 360,000 compounds, 0.99% hits | AID 624467;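 active = activation above the mean activation of all test compounds in the run plus 3 SD, cut at about 38% in these data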
#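 Assay system – CHO-derived RD-HGA16 cells with stable Gα16 and human TAAR1 · Compound dosing – one-point dosing at 3 µM (nominal) · Incubation – 17-24 h seeding, 75 min 37 °C dye, 30 min RT · Measured by – kinetic Fluo-8 calcium fluorescence · Control set – DMSO vehicle as 0%, PEA at EC100 as 100% · Repeats – single well for each compound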
# TAAR1 antagonist – human TAAR1 antagonism; CHO RD-HGA16 TAAR1, Fluo-8 calcium fluorescence, antagonist; inhibition, % at 3 µM; 360,000 compounds, 1.5% hits; AID 624466;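 active = inhibition above a per-plate cutoff, the mean inhibition of test compounds on that plate plus 3 SD, cut at about 49% in these data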;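 also: 0% = DMSO plus EC80 beta-PEA response and 100% = DMSO alone without agonist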
#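 test system = CHO RD-HGA16 cells bearing hTAAR1 | replication = singlicate | controls = DMSO-only wells and EC80 β-PEA-stimulated wells | reagent = EC80 β-phenethylamine stimulus | read-out basis = percent inhibition of PEA-evoked calcium signal, max/basal emission ratio | schedule = seeding 17-24 h prior, 75-min 37 °C, 30-min RT dye loading | signal = kinetic Fluo-8 calcium fluorescence measurement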
# CHO-K1 Ca antag – nonselective inhibitor or artifact in parental CHO-K1 cells | 360,000 compounds, 0.6% hits | inhibition, % at 3 µM | AID 602250 | ATP-induced calcium, Fluo-8 fluorescence;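 active = inhibition above a per-plate cutoff, the plate's mean sample inhibition plus 3 SD, cut at about 24% in these data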;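 also: 0% = DMSO plus EC80 ATP and 100% = DMSO alone without ATP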
# OXTR potentiate – potentiators of human oxytocin receptor; P30559; CHO-OTR cells, Fluo-8 calcium fluorescence, potentiator mode; 0% = oxytocin EC15, 100% = EC100; activation, % at 3 µM; 320,000 compounds, 0.061% hits; AID 2445;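 active = activation above that plate's cutoff, the mean activation of tested compounds plus 3 SD, cut at about 6.6% in these data, passing the limit was not always enough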;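 also: 100% uses oxytocin at 75 nM as the full agonist control; some results filed as inactive read as strong as hits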
#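 Assay system: CHO cell line stably expressing human OTR | Also added: Oxytocin at about EC15, sub-maximal agonist stimulus | Times: Compound 6 min at room temperature before oxytocin, 100 s read | Measured by: Fluo-8 intracellular calcium fluorescence, ex 470-495, em 515-575 nm | Controls: EC15 oxytocin alone as 0%, 75 nM oxytocin as 100%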
# CHO parental Ca – counter-screen for OX1R antagonists: effect in parental CHO cells; parental CHO-K1, ATP-induced calcium, Fluo-8 fluorescence; inhibition, % at 5.6 µM; 330,000 compounds, 0.63% hits;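 active = inhibition above that plate's mean sample inhibition plus 3 SD, cut at about 26% in these data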;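 also: 0% = ATP-challenged DMSO wells and 100% = DMSO wells without ATP; some compounds past the cut are filed as inactive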
#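 test system = CHO parental line | reagent = ATP stimulus | measured by = intracellular calcium via Fluo-8 no-wash fluorescent dye | control set = ATP and no-ATP DMSO wells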
# CHRM1 agonist – activates human CHRM1 receptor | P11229 | CHO-K1 hM1, Fluo-8 calcium fluorescence, agonist mode; 0% DMSO, 100% acetylcholine EC100 | activation, % at 3 µM | 360,000 compounds, 0.33% hits | AID 588814;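 active = activation above the run's mean compound activation plus 3 SD, cut at about 16% in these data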;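 also: peak over basal fluorescence ratio within a 140 s kinetic read after compound addition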
# Target sequence (P11229 whole entry, looked up): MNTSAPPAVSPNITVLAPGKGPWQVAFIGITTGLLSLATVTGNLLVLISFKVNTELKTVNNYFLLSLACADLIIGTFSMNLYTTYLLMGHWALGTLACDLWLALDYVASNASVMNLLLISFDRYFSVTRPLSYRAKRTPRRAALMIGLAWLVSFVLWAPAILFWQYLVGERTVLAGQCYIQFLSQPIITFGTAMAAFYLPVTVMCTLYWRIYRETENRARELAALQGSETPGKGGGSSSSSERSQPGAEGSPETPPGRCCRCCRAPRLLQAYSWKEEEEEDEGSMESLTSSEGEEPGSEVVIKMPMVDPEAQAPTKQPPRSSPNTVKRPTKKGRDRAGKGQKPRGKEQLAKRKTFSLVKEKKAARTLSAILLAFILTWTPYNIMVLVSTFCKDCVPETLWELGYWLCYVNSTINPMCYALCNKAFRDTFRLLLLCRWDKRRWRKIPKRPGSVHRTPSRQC
# V1R ag counter – activates human V1a receptor in oxytocin agonist counter-screen; P37288; CHO-V1R cells, Fluo-8 calcium fluorescence, agonist mode; 0% DMSO, 100% 3 nM vasopressin; activation, % at 3 µM; 320,000 compounds, 0.25% hits; AID 2797;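 active = activation above the mean activation of all tested compounds plus 3 SD, per screening run, cut at about 20% in these data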;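 also: signal is peak over basal fluorescence ratio across a 100 second FLIPR read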
# Target sequence (P37288 whole entry, looked up): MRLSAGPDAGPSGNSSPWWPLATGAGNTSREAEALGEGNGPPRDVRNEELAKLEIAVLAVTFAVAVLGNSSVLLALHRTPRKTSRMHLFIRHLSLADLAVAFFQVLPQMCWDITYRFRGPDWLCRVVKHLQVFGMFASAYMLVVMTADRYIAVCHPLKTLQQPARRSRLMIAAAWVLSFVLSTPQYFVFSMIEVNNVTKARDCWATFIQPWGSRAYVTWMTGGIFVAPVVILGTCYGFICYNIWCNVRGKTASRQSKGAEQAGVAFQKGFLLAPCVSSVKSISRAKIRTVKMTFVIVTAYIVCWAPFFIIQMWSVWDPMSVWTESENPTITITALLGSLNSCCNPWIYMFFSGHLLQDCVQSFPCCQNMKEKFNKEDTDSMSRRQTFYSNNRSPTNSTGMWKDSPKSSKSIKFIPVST
# M1 PAM parental – M1 PAM counterscreen hit in parental CHO-K1 cells; ATP EC20, Fluo-8 calcium fluorescence; 0% at ATP EC20, 100% at ATP max; activation, % at 3 µM; 360,000 compounds, 0.02% hits;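 active = activation above the run cutoff, the mean activation of all test compounds plus 3 SD, cut at about 40% in these data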;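 also: peak over basal fluorescence ratio in a 140 s read after ATP addition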
# CHO-K1 Ca ag – counter-screen for M1 agonists: effect in parental CHO-K1 cells. Fluo-8 calcium fluorescence; scaled to maximal ATP response, vehicle zero. activation, % at 3 µM. 360,000 compounds, 0.48% hits. AID 602248; in the data active = activation above about 15%;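 also: untransfected CHO-K1 host cells lacking M1 receptor as counterscreen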
# * hit, by the source's call; . = no result given.
SMILES,TAAR1 agonist,TAAR1 antagonist,CHO-K1 Ca antag,OXTR potentiate,CHO parental Ca,CHRM1 agonist,V1R ag counter,M1 PAM parental,CHO-K1 Ca ag
CCO[C@H]1OC(C(=O)Nc2ccccc2)=C[C@@H](c2csc3ccccc23)[C@@H]1CCCO,18,35,-6,-10,-19,-4,0.8,15,1.0
COCCCNC(=O)c1sc2ncnc(N3CCc4ccccc4C3)c2c1C,14,13,0,-8,-21,-2,0.3,6,1.2
COc1ccc(F)cc1CN1CCN(c2ncnc3scc(-c4ccccc4)c23)CC1,1,-38,-4,-6,-32,-1,2.4,9,-0.3
O=C(c1cc(-c2ccccc2Cl)nc2ccccc12)N1CCC1,1,12,2,-11,-16,-2,-1.2,0,0.3
COc1cccc(-c2csc(N3CCN(C(=O)C4CCCCC4)CC3)n2)c1,3,35,-41,-4,-22,-2,-1.4,4,2.0
CC(=O)c1cn(CC(=O)Nc2ccc(C)cc2C)c2ccccc12,1,8,8,-31,26,0,7.9,9,5.7
CC(C)C[C@H]1CN([C@@H](CC(C)C)CN2CCC[C@H]2CN2C(=O)C(=O)NC[C@@H]2Cc2ccc(O)cc2)C(=O)C(=O)N1CC1CCCCCC1,-1,1,-3,.,.,.,.,-3,-0.1
CCc1ccc2nc(N(CCCN(C)C)C(=O)c3ccc(S(=O)(=O)N4CCCc5ccccc54)cc3)sc2c1,34,26,11,-8,-16,-6,2.7,0,0.7
COC(=O)CCNC(=O)c1ccc2[nH]c(C)c(C)c2c1,1,3,-17,-4,3,2,0.5,19,0.9
CCOc1ccc(C(=O)N2CCN(C(=O)c3ccco3)CC2)cc1OCC,4,5,-21,-6,0,-3,0.2,11,0.4
COc1ccc(CSc2nncn2C)cc1F,3,-1,-1,-6,0,-7,0.7,15,-0.4
O=C(CN1C(=O)c2ccccc2C1=O)N(CCO)Cc1ccccc1,9,0,-9,.,.,-4,.,13,2.4
Cc1nn(C)cc1CNC(=O)C1CCC(=O)N(CC2CCCCC2)C1 (configuration not stated),2,-7,-3,-2,-4,0,1.3,1,0.4
Cc1ccc(NC(=O)NNC(=O)c2cc3ccccc3cc2O)c(C)c1,0,-19,-3,-10,-4,-1,4.1,14,4.7
O=C(NCc1ccc(Cl)c(Cl)c1)c1cc(C2CCCCN2C(=O)CCc2ccccc2)on1 (configuration not stated),1,-9,1,.,.,-2,.,7,9.0
COc1ccccc1NC(=O)CCC(=O)OCc1ccc(Br)cc1,-1,-19,-19,-10,-5,-6,-1.1,5,0.2
Cc1ccc2c(c1)N(CC(=O)OCC(=O)NCc1ccccc1)C(=O)CO2,6,2,-23,-7,-9,-3,-0.3,23,2.1
CC1C(C#N)=C(SCC(N)=O)NC2=C1C(=O)CC(C)(C)C2 (configuration not stated),0,-20,7,-2,7,-7,0.0,-3,-0.2
CCNC(=O)/C(C#N)=C/c1c(N2CCN(c3ccc(OC)cc3)CC2)nc2c(C)cccn2c1=O,6,48,-13,-13,-34,-6,1.5,5,3.2
COc1ccc(-c2[nH]ncc2CN2CCC(OCc3ccccn3)CC2)c(F)c1,2,-8,-8,4,-19,-4,-0.2,14,0.3
Cc1[nH]nc(SCC(=O)NCc2ccc(F)cc2)c1[N+](=O)[O-],4,-2,7,-9,-5,-8,1.9,1,5.3
CCCCn1c(Cc2ccccc2)nnc1SCC(=O)Nc1cc(C)on1,5,0,-8,-5,-12,-3,1.3,22,0.5
c1ccc(Nc2nc(NCC3CCCO3)c3ccccc3n2)cc1 (configuration not stated),52*,3,-3,-5,-6,-14,2.1,9,6.5
Fc1ccccc1-c1csc(=Nc2cccnc2)n1CC1CCCO1 (configuration not stated),2,5,3,-5,-14,-8,3.3,-8,4.0
CCc1cc(C)cc(OCCNC(=O)c2ncn[nH]2)c1,7,4,-21,-3,-12,-3,-0.2,13,0.4
Cc1cccc(C(=O)Nc2ccc(N3CCN(S(C)(=O)=O)CC3)cc2)c1,2,18,-2,2,-12,-5,-0.1,16,6.6
CCOc1ccccc1NC(=S)N1CCN(c2cccc(OC)c2)CC1,1,-2,4,-6,-15,1,-0.4,7,17*
Cc1ccc(NC(=O)CS(=O)(=O)c2cn(CC(=O)N3CCOCC3)c3ccccc23)cc1,0,-8,6,-20,-7,-2,-0.1,-16,-0.2
O=C(NC1CCCCC1)n1c(=O)oc2ccc(Cl)cc21,8,-3,2,0,-3,-4,0.2,11,0.7
CCSc1nnc(NC(=O)C2CCN(S(=O)(=O)c3cc(C(F)(F)F)ccc3Cl)CC2)s1,0,-4,22,-3,-8,-2,0.7,-13,0.0
Cn1nc(C(F)(F)F)c(-c2ccc(Br)cc2)c1NC(=O)c1nccnc1C(=O)O,0,-16,7,-1,-4,-2,-0.2,-23,0.6
COc1ccccc1CNC(=O)C1Cc2ccccc2C(=O)O1 (configuration not stated),5,-8,17,-11,-11,-5,-0.1,-7,1.7
Cc1noc(C)c1CSc1nnc(C)c(=O)[nH]1,8,-11,2,-4,0,-3,0.6,-5,0.0
CC(C(=O)NCCS(=O)(=O)c1ccc(Cl)cc1)S(=O)(=O)c1ccc(Cl)cc1 (configuration not stated),3,13,11,4,-22,-5,1.4,-12,0.6
Cc1ccc(S(=O)(=O)N2CCN(C3CCN(Cc4ccccc4)CC3)CC2)cc1,-3,2,-23,-3,-9,-7,-0.2,4,-0.8
COc1cccc(CNC(=O)CCC2CCCN(C(=O)Cc3ccccc3F)C2)c1 (configuration not stated),1,-9,0,-15,-10,-7,-1.1,-4,-0.1
O=C(NC1CCN(Cc2ccc(Cl)c(Cl)c2)CC1)c1ccccc1,3,-13,-1,-5,-19,-9,9.0,2,1.6
O=C(CSc1ncccn1)NCc1ccccc1,9,-5,-8,-4,-5,-4,0.2,15,1.1
Cc1cc(C)c(S(=O)(=O)NCCSCc2ccco2)c(C)c1,-1,-17,-8,-3,-11,-1,-1.1,16,0.1
O=C(NCCC1=CCCCC1)C(=O)NCC1OCCCN1S(=O)(=O)c1cc(F)ccc1F (configuration not stated),24,-4,0,-12,-25,-5,3.2,2,4.3
Clc1cccc(NCc2nnc(SCc3ccccc3Cl)o2)c1,2,6,-7,-9,-24,-1,0.0,25,0.5
CC1(C)OC(C(N)=O)C(C(N)=O)O1 (configuration not stated),3,-22,0,-6,1,-1,-1.1,18,0.7
COc1ccc([C@@H]2CC=C(C(=O)O)[C@H](c3cccc(Cl)c3)N2S(=O)(=O)c2ccc(C)cc2)cc1OC,12,-9,5,3,-8,-5,0.5,1,-0.3
CC(C)(C)c1ccc(C(=O)NCC(=O)NCC(C)(C)N2CCOCC2)cc1,3,-14,-3,.,.,-5,.,-2,0.3
CC(C)CCNC(=O)C(=O)Nc1cc2c3c(c1)CCC(=O)N3CCC2,12,-10,-13,-6,2,-2,1.9,20,1.4
N#Cc1c(N)n(-c2cccc(C(=O)O)c2)c2nc3ccccc3nc12,0,-5,-10,0,-13,-3,1.1,3,0.0
Cc1ccc(C2=Nc3cccnc3C(c3ccccc3)=NN2)cc1,0,-10,-16,-5,-21,-6,0.1,28,1.8
Cc1nc2sc(C(c3cccc(F)c3)N3CCC(O)CC3)c(O)n2n1 (configuration not stated),0,11,-10,2,3,-3,0.0,14,0.8
Cc1cc(C)c(C#N)c(SCc2ccc(C#N)cc2)n1,18,4,-4,-9,5,-4,-0.2,11,-0.2
C=CCN1CCN(C(c2cc(OC)ccc2OC)c2nnnn2CC2CCCO2)CC1 (configuration not stated),4,1,-7,-10,-17,-4,0.4,14,2.8
O=C(NNC(=O)c1ccc(Cl)cc1Cl)c1ccc2ccccc2c1,0,7,-2,.,.,-2,.,-19,-0.5
Cc1cc([N+](=O)[O-])ccc1NC(=O)c1sc2ncn(CC(=O)N3CCOCC3)c(=O)c2c1C,1,-3,8,-18,-3,4,0.0,2,-0.3
C=CCn1c(SCc2ccccc2Cl)nnc1-c1sc2nc(C)cc(C)c2c1N,-2,-38,4,-15,-22,-1,0.8,-7,0.1
CC(=O)c1cn(C(=O)c2ccc(Cl)cc2)c2ccccc12,1,-17,-15,-6,1,0,0.8,13,0.9
O=C(Nc1cccc(Cl)c1N1CCOCC1)c1cc([N+](=O)[O-])ccc1N1CCOCC1,-2,-14,2,-3,-2,-2,0.6,-7,0.3
Cc1ccc(CN2CCN(/N=C/c3cccs3)CC2)cc1,6,1,-2,-8,-5,-7,-0.2,0,0.1
Cc1ccc(C(=O)NC(=S)N(C)C2CCCCC2)cc1,-2,5,-8,-6,-13,-5,0.6,3,1.0
COCCN(C(=O)Nc1ccc(OC)cc1)c1nc2ccccc2s1,5,-14,-9,-14,-14,3,0.6,19,0.2
Clc1ccc(-c2cn(-c3ccccc3)c3[n+]2CCS3)cc1,1,-16,-11,-9,-11,-13,0.2,25,0.3
Cc1ccc(CN=C2NC(=O)C(CC(=O)NCCc3ccccc3)S2)cc1 (configuration not stated),.,.,-22,-6,-14,-6,-1.0,21,0.8
C=CCn1c(Cc2ccc(OC)cc2)nnc1SCC(=O)NCCc1ccccc1,15,17,-20,-3,-21,-2,-0.1,30,1.6
Cc1[nH]n(-c2ccccc2)c(=O)c1C1(C(F)(F)F)C(=O)N(c2ccc(F)cc2)C2=C1C(=O)CC(C)(C)C2 (configuration not stated),1,-1,2,-4,-25,1,0.9,12,0.6
COc1cccc(OC)c1C(=O)OCC(=O)N1CCC(Cc2ccccc2)CC1,4,-12,-10,3,-6,-2,-0.4,10,0.3

# Entries of single compounds, quoted from the list.
# Cc1[nH]n(-c2ccccc2)c(=O)c1C1(C(F)(F)F)C(=O)N(c2ccc(F)cc2)C2=C1C(=O)CC(C)(C)C2 (configuration not stated) reads TAAR1 agonist = 1; TAAR1 antagonist = -1; CHO-K1 Ca antag = 2; OXTR potentiate = -4; CHO parental Ca = -25; CHRM1 agonist = 1; V1R ag counter = 0.9; M1 PAM parental = 12; CHO-K1 Ca ag = 0.6
# O=C(Nc1cccc(Cl)c1N1CCOCC1)c1cc([N+](=O)[O-])ccc1N1CCOCC1 reads TAAR1 agonist = -2; TAAR1 antagonist = -14; CHO-K1 Ca antag = 2; OXTR potentiate = -3; CHO parental Ca = -2; CHRM1 agonist = -2; V1R ag counter = 0.6; M1 PAM parental = -7; CHO-K1 Ca ag = 0.3

# Assay outcomes as filed in PubChem BioAssay.

# Random draw from the library. Share with any hit: about 3.3%.
